Yeast lifespan up: extends the lifespan of yeast | S. cerevisiae growth with nicotinamide, OD615; deaD strain in restrictive glucose medium | inhibition of the nicotinamide effect, % at 10 µM | 130,000 tested, 0.68% active;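 active means inhibition above a set limit, placed 3 SD over the median of all compounds, cut at about 26% in these data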;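 further: 0% = nicotinamide-treated wells and 100% = cells grown without nicotinamide; some compounds called inactive have numbers as strong as hits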
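Material: Modified budding yeast, DeaD strain | Medium: Restrictive glucose medium | Probe or stimulus: 1.5 mM nicotinamide | Dosing: Single dose 10 µM compound, 0.25% DMSO | Times: 48 h at 30 °C | Technique: OD615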
PTEN del growth: suppresses growth of cells with PTEN deletion. HCT116 PTEN-null viability, CellTiter-Glo, 60 h; active compounds read low. 140,000 tested, 1.2% active. viability, % at 10 µM;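 active means viability at or below a set limit, 4 SD under the median of all tested compounds, cut at about 3.7% in these data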;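 further: PTEN knockout HCT116 line with beta catenin targeted HCT116 as companion control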
Phagocyt inh: macrophage phagocytosis inhibition; inhibition, % at 5 µM; J774A.1 macrophage IgG-bead phagocytosis, imaging; 110,000 tested, 0.07% active; AID 1029;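 active means inhibition above the mean of the plate negative controls plus 5 SD, cut at about 13% in these data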;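 further: phagocytic index as fraction of beads internalized from green versus red external bead signal; plate controls were DMSO negative control for no effect and cytochalasin-D positive control for full effect; some results beyond the cut were filed as inactive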
MRP-1 activ: activates MRP-1 | H69AR cells + doxorubicin, viability rescue, CellTiter-Glo | viability increase, % at 10 µM | 140,000 tested, 0.61% active | AID 799;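 active means viability gain under doxorubicin at or above a set limit, the compound median plus 3 SD, cut at about 4.7% in these data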;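 further: MRP-1 overexpressing cells given doxorubicin 25 µM after compound pretreatment; 18-22 h compound pretreatment then 72 h with doxorubicin before readout; 0% = doxorubicin-only wells and 100% = vehicle-treated cells without doxorubicin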
E-sel TNF inh: TNF alpha driven E-selectin expression inhibition | HUVEC TNFa-induced E-selectin immunofluorescence, high content | inhibition, % at 2 µM | 120,000 tested, 0.71% active;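 active means inhibition above the batch mean plus 3 SD, and confirmed as a hit on visual image review, cut at about 43% in these data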;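 further: 0% = TNF-stimulated DMSO wells and 100% = unstimulated control wells; not every result past the cut was called active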
GALR2 blocker: blocks the human galanin receptor 2; O43603; inhibition, % at 4 µM; GALR2-expressing cells, antagonist mode; 140,000 tested, 0.39% active; AID 828; in the data active means inhibition above about 27%;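 further: cells stimulated with galanin 1-16 at roughly its EC80; 0% = agonist challenge control and 100% = basal control without agonist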
Target sequence (O43603 whole entry, looked up): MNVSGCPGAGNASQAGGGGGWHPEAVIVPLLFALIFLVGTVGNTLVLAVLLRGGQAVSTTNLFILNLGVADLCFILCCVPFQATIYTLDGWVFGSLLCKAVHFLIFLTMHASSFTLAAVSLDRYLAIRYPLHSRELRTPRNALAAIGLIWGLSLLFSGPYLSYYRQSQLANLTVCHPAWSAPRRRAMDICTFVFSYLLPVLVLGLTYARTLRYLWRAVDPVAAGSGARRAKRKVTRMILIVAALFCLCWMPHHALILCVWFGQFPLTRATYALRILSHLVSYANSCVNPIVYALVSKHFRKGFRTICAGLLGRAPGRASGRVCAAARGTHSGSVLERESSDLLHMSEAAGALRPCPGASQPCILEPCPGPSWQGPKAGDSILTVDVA
BB579 growth dn: chemicals that inhibit yeast BB579 growth in restrictive medium (lifespan-shortening candidates); inhibition, % at 10 µM; 140,000 tested, 0.51% active; AID 804; S. cerevisiae BB579 growth, OD615, 48 h;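 active means inhibition above a set limit, 3 SD over the mean compound inhibition, cut at about 44% in these data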; further: inactives centre near -24
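Test system: DeaD yeast strain BB579 / Buffer or medium: restrictive glucose-based CSMM-D medium / Doses: single 10 µM dose / Schedule: 4 h cell preincubation, 48 h compound exposure, 30 °C humidified / Technique: culture absorbance at 615 nm / Controls: amphotericin B positive control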
bCat KO growth: beta-catenin-lacking colon tumor cell growth suppression; HCT116 beta-catenin knockout viability, CellTiter-Glo, 60 h; active compounds read low; viability, % at 10 µM; AID 818; 140,000 tested, 1.5% active;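 active means viability at or under a set limit, the compound median less 4 SD, cut at about 6% in these data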;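 further: 0% = Hyamine 1622 control at 20 µM and 100% = untreated cell control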
Measles CPE: protection of cells from measles virus. protection (pct of control), % at 4 µM. AID 841. 140,000 tested, 1.5% active. Measles virus-infected cells, CPE protection, absorbance; in the data active means protection mostly above about 24%, no sharp cut-off; inactive means mostly below about 26%; further: some compounds called inactive have numbers as strong as hits
NPY Y2 blocker: blocks the human neuropeptide Y Y2 receptor; NPY-Y2 expressing cells, antagonist mode; inhibition, % at 2.7 µM; 140,000 tested, 0.99% active; in the data active means inhibition above about 17%;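 further: 0% = vehicle with agonist challenge and 100% = reference antagonist with challenge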
Target sequence (P49146 whole entry, looked up): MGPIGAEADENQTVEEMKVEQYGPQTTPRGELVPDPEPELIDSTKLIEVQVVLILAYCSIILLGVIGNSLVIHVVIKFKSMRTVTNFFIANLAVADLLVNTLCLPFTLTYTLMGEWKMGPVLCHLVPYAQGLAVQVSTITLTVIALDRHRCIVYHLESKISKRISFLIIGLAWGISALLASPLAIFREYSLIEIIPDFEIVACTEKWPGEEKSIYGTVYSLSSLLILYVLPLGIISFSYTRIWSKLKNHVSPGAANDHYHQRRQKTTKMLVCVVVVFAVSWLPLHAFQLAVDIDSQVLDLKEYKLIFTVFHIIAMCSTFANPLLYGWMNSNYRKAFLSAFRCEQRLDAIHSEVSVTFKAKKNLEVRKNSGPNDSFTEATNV
* hit, by the source's call; / = not tested or not shown.

The line under a structure holds: GALR2 blocker | E-sel TNF inh | BB579 growth dn | Phagocyt inh | Yeast lifespan up | PTEN del growth | bCat KO growth | NPY Y2 blocker | Measles CPE | MRP-1 activ
O=C(NC1CCC(NC(=O)C2CCCO2)CC1)C1CCCO1 (stereo not given)
  2 | -14 | -1 | 1 | -2 | 101 | 100 | 2 | 4 | -1.2
Cc1cc(=O)oc(C)c1C(=O)NCCC1=CCCCC1
  -7 | 5 | -8 | 0 | -12 | 108 | 105 | 3 | 7 | 2.2
Cc1cc(=O)[nH]c(SCc2cccc(Br)c2)n1
  10 | -25 | -7 | 2 | -11 | 93 | 90 | 6 | 8 | -1.2
CC(C)(C)OC(=O)c1c(N)n(CCCN2CCCC2=O)c2nc3ccccc3nc12
  6 | -15 | -49 | 3 | 14 | 91 | 93 | -1 | 18 | -1.8
CCC/C(O)=C1\C(=O)CC(c2ccccc2)CC1=NCCc1c(C)[nH]c2ccccc12 (stereo not given)
  0 | -2 | -36 | / | 4 | 49 | 52 | 15 | 7 | -4.3
O=S(=O)(/N=C(\Nc1ccc(F)cc1)C(F)(F)F)c1ccccc1
  2 | -62 | -4 | / | -17 | 86 | 84 | 1 | 5 | 0.0
C=CCn1c(COc2ccc(F)cc2)nnc1SCC(=O)c1c[nH]c2c(CC)cccc12
  7 | / | 4 | -6 | 4 | 81 | 86 | 1 | 7 | -1.3
O=S(=O)(NCCOCC(F)(F)F)c1ccc2oc3ccccc3c2c1
  -16 | / | -26 | / | -15 | 80 | 86 | 3 | 21 | -0.3
O=C(Nc1nnc(SCC(=O)N2CCCc3ccccc32)s1)c1ccccc1
  11 | 10 | -19 | 0 | -5 | 96 | 96 | 2 | 5 | 0.7
COC(=O)[C@H]1C[C@@H]1[C@H](NC(=O)c1cnccn1)c1ccccc1
  -5 | -20 | -10 | / | 3 | 95 | 81 | 1 | 2 | -1.0
Cc1ccccc1C(=O)NC(=S)NCC1CCCO1 (stereo not given)
  0 | -34 | -35 | 1 | -14 | 100 | 101 | 2 | 9 | -1.9
c1ccc(-n2nnnc2Oc2ccc(-c3nnco3)cc2)cc1
  13 | -25 | -14 | / | -14 | 94 | 88 | 0 | 5 | -2.6
COc1ccccc1OCCC(=O)OCC(=O)Nc1ncc(Cl)cc1Cl
  -12 | 25 | -72 | 0 | -11 | 96 | 87 | 2 | 3 | -0.6
O=C(CSCCO)N1CCc2ccccc21
  7 | 10 | -33 | 0 | -2 | 92 | 87 | 0 | 18 | -2.2
CCCc1cc(SCC(=O)Nc2c(C)n(C)n(-c3ccccc3)c2=O)n2c(nc3ccccc32)c1C#N
  -2 | 11 | -16 | 1 | -13 | 94 | 87 | 2 | 19 | -0.6
Cc1c(Cl)c([N+](=O)[O-])nn1CC(=O)N1CCc2ccccc2C1
  -6 | -3 | -29 | / | -3 | 90 | 87 | 2 | 17 | -2.7
CCCCCCC(=O)N1CCC(c2nc3c(nnn3Cc3ccccc3Cl)c(=O)[nH]2)CC1
  -5 | -26 | -55 | 2 | 54 | 57 | 58 | 13 | 9 | -1.2
COc1cc(/C=N/NC(=O)C2(O)c3ccccc3-c3ccccc32)ccc1O
  1 | / | -45 | -8 | 2 | 91 | 85 | 2 | 15 | 1.2
CC(=O)c1cccc(NC(=O)c2cc3nc(C)cc(C)n3n2)c1
  -12 | -4 | 19 | -2 | -10 | 83 | 83 | -1 | 21 | -1.8
Cc1ccccc1Nc1nc(N)nc(COC(=O)c2cccc(S(=O)(=O)N(C)c3ccccc3)c2)n1
  0 | / | -23 | 4 | 0 | 65 | 76 | 5 | 6 | 2.6
Cc1ccccc1Nc1nc(N)nc(CSc2nc3ccccc3c(=O)n2CCCO)n1
  -5 | -7 | -12 | 0 | -10 | 63 | 68 | 2 | 2 | -2.7
Cc1nc(NC(=O)c2ccccc2)sc1-c1csc(Nc2ccc(F)cc2)n1
  8 | 15 | -33 | / | -13 | 67 | 60 | -1 | 4 | -0.9
c1csc(Cc2nn3c(-c4n[nH]c5c4CCC5)nnc3s2)c1
  -15 | / | -15 | 0 | -4 | 76 | 81 | 1 | 39 | -0.5
N#CCSc1nc2cc(C(=O)N3CCCC3)ccc2c(=O)n1Cc1ccccc1
  -4 | 1 | -18 | / | -12 | 78 | 93 | 2 | 19 | -1.1
CC1CCN(Cc2c(O)ccc3c2O/C(=C\c2ccco2)C3=O)CC1
  1 | -15 | -34 | 3 | 11 | 89 | 90 | 0 | 5 | -1.4
O=C(CN1CCN(c2nc(-c3ccccc3)cs2)CC1)NNC(=O)c1ccc(Br)cc1
  -1 | / | -2 | 0 | -4 | 99 | 94 | -3 | 9 | 0.8
Cc1ccc(OCCn2cc(/C(N)=N/O)c3ccccc32)cc1C
  6 | -11 | -40 | -1 | 25 | 73 | 71 | 4 | 7 | -2.2
Cc1cc(N2CCC(C)CC2)n2nc(C)c(-c3ccccc3)c2n1
  12 | 5 | -24 | 1 | -5 | 81 | 75 | 3 | 2 | -0.4
COC(=O)c1ccc(N2CCN(S(=O)(=O)c3ccc4ccccc4c3)CC2)c([N+](=O)[O-])c1
  5 | / | -43 | -1 | 8 | 56 | 62 | -2 | 4 | -1.1
Cc1cc(C)c2oc(-c3cccc(NC(=O)c4ccc(F)cc4)c3)nc2c1
  -7 | 10 | -36 | -2 | -3 | 99 | 89 | 4 | 15 | -0.8
COC(=O)C(NC(=O)c1ccccc1)c1ccccc1 (stereo not given)
  -11 | 60* | -39 | 1 | -13 | 97 | 101 | -1 | 11 | -3.1
COc1ccc(/C=C(\NC(=O)c2cccs2)C(=O)Nc2ccc(C)cc2)cc1OC
  9 | -23 | -34 | -5 | 12 | 77 | 71 | 7 | 9 | -4.5
COc1cc([N+](=O)[O-])c2ncsc2c1
  -4 | 10 | -15 | -1 | -2 | 101 | 90 | 6 | 17* | 0.1
CCC(C)n1cnc2c(c1=O)c1nc3ccccc3nc1n2Cc1ccc(OC)cc1 (stereo not given)
  -1 | 32 | -35 | 2 | -11 | 58 | 56 | 4 | 6 | -1.4
COC(=O)c1sccc1NC(=S)N1CCC(C)CC1
  -1 | 7 | -43 | -1 | -6 | 87 | 89 | 4 | 1 | -3.2
COC(=O)c1cc2sccc2n1CC(=O)Nc1cccc(SC)c1
  18 | / | -48 | -1 | -4 | 96 | 88 | 6 | 20 | 0.8
Cc1ccc(C)c(Nc2ncnc3nc[nH]c23)c1
  4 | 24 | -20 | -1 | -6 | 105 | 94 | 2 | 11 | -2.2
COc1cc(C=O)ccc1OCCOCCOc1ccccc1Cl
  -2 | 5 | -16 | -2 | -10 | 85 | 89 | 2 | 12 | -0.8
CCCCCn1c(N)c(-c2nc3ccccc3o2)c2c([N+](=O)[O-])nn(CC)c(=O)c21
  3 | -6 | -19 | -9 | 1 | 73 | 45 | -2 | 6 | -3.0
Cc1nc2ccc(C(=O)N3CCN(c4ccccn4)CC3)cc2s1
  -13 | -5 | 30 | 0 | -9 | 97 | 106 | 3 | 7 | -0.3
CCNc1ccc(C(=O)OCC)cc1NC(=O)c1cccc(N(C)C)c1
  8 | / | -20 | -1 | -12 | 16 | 17 | 5 | 8 | 0.6
CCCCC(O)(CCCC)C(=O)NN(C(=O)OCC)c1ccccc1
  -8 | -1 | -26 | / | 0 | 78 | 76 | 16 | 10 | -1.8
CCCCC(=O)N(c1ccc(OCC)cc1)C1C=CS(=O)(=O)C1 (stereo not given)
  13 | -16 | 13 | 2 | -9 | 90 | 93 | 1 | 10 | -1.5
Cc1ccc(F)cc1NC(=O)C1CCCN(c2ncccn2)C1 (stereo not given)
  7 | 1 | -34 | -1 | -3 | 94 | 102 | 1 | 20 | -1.6
COc1cc(/C=N/OCC(=O)NC2CCCCC2)ccc1OCc1ccccc1
  3 | 0 | -16 | -4 | 0 | 72 | 85 | 2 | 86* | 0.6
CN(C)CCNC(=O)/C(=C/c1ccc(-c2ccc(Cl)cc2)o1)NC(=O)c1ccccc1
  -2 | 94* | 8 | -6 | -10 | 0.8* | 0.9* | 13 | 5 | -5.2
Cc1c(C(=O)N2CCN(C(=O)c3ccco3)CC2)sc2nc(-c3ccc(F)cc3)cn12
  -10 | -11 | -34 | -1 | -5 | 45 | 52 | 2 | 7 | -4.6
CCOC(=O)c1ccc(NC(=S)NNC(=O)C2(C)CC2(Cl)Cl)cc1 (stereo not given)
  12 | / | -28 | / | / | 94 | 95 | 4 | 17 | -1.2

Ordered by molecular weight (ascending): 3 of the compounds above
The line under a structure holds: GALR2 blocker | E-sel TNF inh | BB579 growth dn | Phagocyt inh | Yeast lifespan up | PTEN del growth | bCat KO growth | NPY Y2 blocker | Measles CPE | MRP-1 activ
Cc1ccc(C)c(Nc2ncnc3nc[nH]c23)c1
  4 | 24 | -20 | -1 | -6 | 105 | 94 | 2 | 11 | -2.2
CCCCC(=O)N(c1ccc(OCC)cc1)C1C=CS(=O)(=O)C1 (stereo not given)
  13 | -16 | 13 | 2 | -9 | 90 | 93 | 1 | 10 | -1.5
CCC(C)n1cnc2c(c1=O)c1nc3ccccc3nc1n2Cc1ccc(OC)cc1 (stereo not given)
  -1 | 32 | -35 | 2 | -11 | 58 | 56 | 4 | 6 | -1.4

Quoted from the listing.
Entry for CN(C)CCNC(=O)/C(=C/c1ccc(-c2ccc(Cl)cc2)o1)NC(=O)c1ccccc1 under PTEN del growth: 0.8*
Entry for COc1cc(C=O)ccc1OCCOCCOc1ccccc1Cl under Measles CPE: 12
Entry for CCCCC(O)(CCCC)C(=O)NN(C(=O)OCC)c1ccccc1 under NPY Y2 blocker: 16
Entry for COc1cc(/C=N/OCC(=O)NC2CCCCC2)ccc1OCc1ccccc1 under E-sel TNF inh: 0
Entry for COC(=O)c1sccc1NC(=S)N1CCC(C)CC1 under Yeast lifespan up: -6

Retrieved by compound from above, six records:
The line under a structure holds: GALR2 blocker | E-sel TNF inh | BB579 growth dn | Phagocyt inh | Yeast lifespan up | PTEN del growth | bCat KO growth | NPY Y2 blocker | Measles CPE | MRP-1 activ
COc1ccc(/C=C(\NC(=O)c2cccs2)C(=O)Nc2ccc(C)cc2)cc1OC
  9 | -23 | -34 | -5 | 12 | 77 | 71 | 7 | 9 | -4.5
CCNc1ccc(C(=O)OCC)cc1NC(=O)c1cccc(N(C)C)c1
  8 | / | -20 | -1 | -12 | 16 | 17 | 5 | 8 | 0.6
COc1cc(/C=N/OCC(=O)NC2CCCCC2)ccc1OCc1ccccc1
  3 | 0 | -16 | -4 | 0 | 72 | 85 | 2 | 86* | 0.6
CCCCC(=O)N(c1ccc(OCC)cc1)C1C=CS(=O)(=O)C1 (stereo not given)
  13 | -16 | 13 | 2 | -9 | 90 | 93 | 1 | 10 | -1.5
COC(=O)c1sccc1NC(=S)N1CCC(C)CC1
  -1 | 7 | -43 | -1 | -6 | 87 | 89 | 4 | 1 | -3.2
COC(=O)c1cc2sccc2n1CC(=O)Nc1cccc(SC)c1
  18 | / | -48 | -1 | -4 | 96 | 88 | 6 | 20 | 0.8

Compound activity (PubChem)
